NLRP3 yeast inh = NALP3 inhibition in yeast | Yeast reconstituted NLRP3/ASC/caspase-1, beta-gal luminescence, 24 h | AID 2825 | inhibition, % at 10 µM | actives 0.39% (n = 330,000);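 active = inhibition of 50% or more; inactive = inhibition below 50%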;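 also: plate controls were induced DMSO wells for no effect and uninduced yeast grown without galactose for full effect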
SENP1 inh = blocks the human SENP1 SUMO protease catalytic domain; inhibition, % at 10 µM; AID 624204; actives 0.21% (n = 360,000); Q9P0U3; recombinant SENP1 catalytic domain, CyPet-SUMO1-YPet FRET cleavage;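 active = inhibition at least 30% at 10 µM, raw YFP signal under a set limit, fluorescence ratio 0.5 to 1.5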;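 also: 0% = enzyme with DMSO and 100% = no enzyme wells; some results filed as inactive read as strong as hits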
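Assay system – human recombinant His6-tagged SENP1 catalytic domain enzyme · Input – SENP1 enzyme, 20 pM final · Buffer or medium – Tris pH 8 buffer plus EDTA, NaCl, BME, BSA, NP40, catalase · Schedule – 50 min reaction at room temperature · Technique – FRET read of cyan and yellow fluorescence · Control set – no-enzyme wells low, DMSO-plus-enzyme wells high control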
mIAP block = blocks mouse intestinal alkaline phosphatase; purified mouse IAP, CDP-Star luminescence, 30 min; inhibition, % at 10 µM; actives 0.2% (n = 330,000);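 active = inhibition of at least 40% at 10 µM in the primary screen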;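 also: plate controls were DMSO with enzyme for no effect and no enzyme wells for full effect; values of inactives mirror those of a sister screen read the other way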
APOBEC3A inh = blocks human APOBEC3A ssDNA deamination. recombinant A3A, FAM/TAMRA ssDNA deamination fluorescence. inhibition, % at 20 µM. AID 493011. actives 0.41% (n = 330,000);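 active = at least 40% inhibition at 20 µM here, with at most 30% in a related deaminase screen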;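 also: plate controls were A3A with DMSO for no effect and wells lacking A3A enzyme for full effect; some results filed as inactive read as strong as hits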
hIAP activ = human IAP activation | P09923 | purified human IAP, CDP-Star luminescence, 30 min; hits give high values; 1 = vehicle-only enzyme, 0 = enzyme-free background | activation factor at 10 µM | actives 0.16% (n = 330,000) | AID 2524;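 active = activation factor of the enzyme at least 2-fold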; also: the source names both 10 and 20 µM as test concentration; values of inactives mirror those of a sister screen read the other way
Target sequence (P09923 whole entry, looked up): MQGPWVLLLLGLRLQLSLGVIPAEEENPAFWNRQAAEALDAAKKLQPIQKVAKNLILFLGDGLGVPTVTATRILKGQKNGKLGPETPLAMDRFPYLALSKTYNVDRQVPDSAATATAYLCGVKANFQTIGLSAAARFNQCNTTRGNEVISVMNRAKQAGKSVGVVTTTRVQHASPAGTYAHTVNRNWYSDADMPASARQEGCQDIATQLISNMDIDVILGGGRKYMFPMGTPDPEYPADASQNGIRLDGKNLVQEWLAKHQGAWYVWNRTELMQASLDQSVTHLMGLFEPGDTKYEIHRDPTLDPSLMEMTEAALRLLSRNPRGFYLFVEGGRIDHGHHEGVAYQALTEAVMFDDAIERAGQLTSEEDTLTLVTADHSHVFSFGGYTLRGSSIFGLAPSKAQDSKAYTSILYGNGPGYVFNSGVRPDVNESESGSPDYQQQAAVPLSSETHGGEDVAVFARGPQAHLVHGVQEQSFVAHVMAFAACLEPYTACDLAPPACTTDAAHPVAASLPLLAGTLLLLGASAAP
APOBEC3G inh = inhibitors of human APOBEC3G DNA deaminase; recombinant A3G, ssDNA deamination FAM/TAMRA fluorescence; inhibition, % at 20 µM; actives 0.28% (n = 330,000);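 active = inhibition of at least 40% at 20 µM, with no more than 30% in the related APOBEC3A deaminase screen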;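 also: plate controls were DMSO wells with A3G for no effect and wells lacking A3G enzyme for full effect; some compounds called inactive have numbers as strong as hits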
Target sequence (Q9HC16 whole entry, looked up): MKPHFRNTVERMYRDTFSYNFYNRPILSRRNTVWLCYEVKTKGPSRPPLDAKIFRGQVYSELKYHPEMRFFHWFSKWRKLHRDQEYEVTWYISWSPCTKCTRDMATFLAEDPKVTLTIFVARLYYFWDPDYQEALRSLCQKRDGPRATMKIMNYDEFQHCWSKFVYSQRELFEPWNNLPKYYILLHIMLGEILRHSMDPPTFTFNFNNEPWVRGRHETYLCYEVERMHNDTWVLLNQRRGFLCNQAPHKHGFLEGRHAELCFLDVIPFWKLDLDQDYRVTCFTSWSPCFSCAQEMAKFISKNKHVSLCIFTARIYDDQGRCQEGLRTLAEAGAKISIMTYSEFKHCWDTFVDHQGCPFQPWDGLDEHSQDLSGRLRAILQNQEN
mIAP act = mouse IAP activation | muIAP, CDP-Star luminescence, 30 min; hits give high values; 1 = vehicle-only enzyme signal, 0 = enzyme-free wells | activation factor at 10 µM | actives 0.24% (n = 330,000) | AID 2805;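 active = activation factor of at least 2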; also: the source names both 10 and 20 µM as test concentration; values of inactives mirror those of a sister screen read the other way
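Assay system: mouse IAP enzyme; Reagent: CDP-Star chemiluminescent phosphatase substrate; Compound: DMSO-dissolved test compounds; Incubation: 30 min, room temperature; Technique: luminescence from enzymatic CDP-Star hydrolysis; Controls: DMSO-only wells and no-enzyme negative control.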
hIAP block = blocks human intestinal alkaline phosphatase. P09923. purified IAP, CDP-Star luminescence, 30 min. inhibition, % at 10 µM. actives 0.12% (n = 330,000);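 active = inhibition reaching a set limit with compound at 10 µM in the primary screen, cut at about 35% in these data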;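 also: plate controls were DMSO wells with enzyme for no effect and no-enzyme buffer wells for full effect; values of inactives mirror those of a sister screen read the other way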
MIN6 prolif = induces beta-cell replication in MIN6 cells; proliferation, % at 10 µM; actives 0.29% (n = 330,000); MIN6 cells proliferation, ATPlite luminescence, 48 h; cells starved in 0.2% serum; 100% = growth in 10% serum;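 active = compounds whose signal lies at least 3.5 SD above the mean of all wells on their plate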;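 also: 0% = DMSO-treated cells in low-serum medium and 100% = 10% serum control; some compounds called inactive have numbers as strong as hits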
An asterisk follows results filed as active; nt = no result given. These rows are one share of the data; count on the stated rates, not on these rows.

SMILES | NLRP3 yeast inh | SENP1 inh | mIAP block | APOBEC3A inh | hIAP activ | APOBEC3G inh | mIAP act | hIAP block | MIN6 prolif
COC(=O)c1ccc(C(=O)OC)c(NC(=S)N2CCN(c3cc(Cl)ccc3C)CC2)c1 | 14 | -33 | -2 | 0 | 0.99 | 0 | 1 | 1 | 0
CC(=O)CCSc1nnc(-c2cccc(S(=O)(=O)N3CCOCC3)c2)o1 | 11 | 1 | -1 | 1 | 1.1 | -3 | 1 | -11 | -4
COc1ccc(NC(=O)CN(c2cc(C)cc(C)c2)S(=O)(=O)c2c(C)n[nH]c2C)cc1 | 11 | 2 | -16 | 0 | 1.3 | -3 | 1.2 | -28 | 8
COC(=O)c1c(-c2ccc(C)cc2)csc1NC(=S)NC(=O)c1cc(OC)cc(OC)c1 | 14 | 0 | 15 | 3 | 0.99 | -7 | 0.85 | 1 | 0
Cc1cccc(/C=C2/Sc3ccc(C(=O)NCCN4CCCC4)cc3NC2=O)c1 | 17 | -11 | -1 | -1 | 1.1 | -4 | 1 | -7 | -8
Cc1cccc(CNC(=O)C2CCC(=O)N(CCc3cccc(F)c3)C2)n1 (configuration not stated) | 15 | -1 | 6 | -3 | 1.3 | -4 | 0.94 | -33 | 2
COC(=O)c1ccc(NC(=S)NC2CC(C)(C)NC(C)(C)C2)cc1 | 16 | 1 | -17 | -2 | 1.1 | -8 | 1.2 | -9 | 0
CCN(CC)CCN1C(=O)C(O)=C(C(=O)c2ccc(C)o2)C1c1ccccn1 (configuration not stated) | -2 | nt | 5 | 0 | 1.2 | 3 | 0.95 | -18 | 0
CC(=O)N1C(O)CC(C)N1c1ccccc1 (configuration not stated) | -6 | -1 | 2 | -2 | 1.1 | -7 | 0.98 | -5 | 0
CC(C)C1Oc2ccccc2N(CC(=O)N(Cc2ccccn2)CC2CCCO2)C1=O (configuration not stated) | -6 | 0 | 3 | 3 | 0.94 | -1 | 0.97 | 6 | -4
Cc1ccc(N=C(N)N=C(N)N)c(C)c1 | 10 | 0 | 3 | 2 | 0.95 | 1 | 0.97 | 5 | -2
CCOc1cc(/C=C2\SC(=O)N(c3ccc(O)cc3)C2=O)ccc1O | 29 | -34 | 22 | 2 | 0.69 | -4 | 0.78 | 31 | 2
Cc1ccn2c(=O)nc(SCC(=O)OCc3ccccc3)nc2c1 | 6 | -66 | -11 | 4 | 0.96 | 16 | 1.1 | 4 | -2
Cn1c(=O)c2c(nc(CN3CCN(CCO)CC3)n2Cc2cccc3ccccc23)n(C)c1=O | 6 | 1 | 7 | -1 | 1 | -2 | 0.93 | 0 | -4
Cc1cccc(NC(=S)N/N=C/c2cccc(O)c2)c1C | -1 | 0 | -6 | -6 | 1.1 | -5 | 1.1 | -15 | -4
Cc1ccc(N2C(=O)C(NC(=O)c3ccccc3F)(C(F)(F)F)C3=C2CC(C)(C)CC3=O)cc1 (configuration not stated) | 3 | 0 | 4 | 2 | 0.84 | -6 | 0.96 | 16 | 0
CCOC(=O)N1CCN(S(=O)(=O)c2cc(OCC)ccc2OCC)CC1 | 16 | 0 | -3 | -1 | 1.3 | -2 | 1 | -26 | 0
CCOc1ccc(C(C(=O)NCC2CCCO2)N(C(=O)c2snc(C(N)=O)c2N)c2ccc(F)cc2)cc1 (configuration not stated) | 4 | -39 | -6 | 2 | 0.88 | 2 | 1.1 | 12 | 0
Cc1cc(NC(=O)c2ccc(Cl)c(S(=O)(=O)N3CCCCC3)c2)no1 | 2 | 1 | 8 | 2 | 1 | -5 | 0.92 | -3 | 2
O=C(CCN1CCN(c2ccccc2)CC1)N/N=C/c1ccccc1OC(F)F | 12 | -1 | 0 | 2 | 1.2 | 1 | 1 | -24 | 1
CCCc1cc(=O)[nH]c(SCC(=O)N2C(C)CCCC2C)n1 (configuration not stated) | 9 | 1 | 6 | -6 | 0.95 | -10 | 0.94 | 5 | 3
CN1CCc2c(sc(NC(=O)C3COc4ccccc4O3)c2C(N)=O)C1 (configuration not stated) | 7 | -102 | -5 | -2 | 1.1 | -8 | 1.1 | -13 | 1
Fc1ccccc1C(c1nnnn1Cc1ccc2c(c1)OCO2)N1CCN(Cc2ccccc2)CC1 (configuration not stated) | 24 | 0 | -17 | -2 | 1.3 | -5 | 1.2 | -28 | -4
CCCCN(C(=O)C1COc2ccccc2O1)c1c(N)n(CCC)c(=O)[nH]c1=O (configuration not stated) | 8 | -4 | 1 | 4 | 0.98 | 1 | 0.99 | 2 | -2
Nc1nccc(-c2cc(-c3ccc(Cl)cc3Cl)no2)n1 | -15 | -2 | 11 | 1 | 0.97 | 6 | 0.89 | 3 | -3
CNC(=S)N(CCc1ccc(S(N)(=O)=O)cc1)C1CC(=O)N(c2ccccc2F)C1=O (configuration not stated) | 0 | 0 | -9 | 2 | 0.91 | 0 | 1.1 | 9 | -3
Cn1nnnc1SCC(=O)NC(=O)c1cccc([N+](=O)[O-])c1 | -1 | 2 | 10 | -1 | 0.92 | 3 | 0.9 | 8 | -4
CSc1nc2ccc(NC(=O)c3cc4ccccc4o3)cc2s1 | 26 | -3 | 2 | -4 | 1.1 | -2 | 0.98 | -10 | -3
CCOC(=O)c1sc(N)c(C(=O)Nc2ccccc2OC)c1C | 7 | -4 | 7 | -1 | 0.95 | 51* | 0.93 | 5 | -5
Cc1nnc(NC(=O)CSc2ccc3nnc(-c4ccccn4)n3n2)s1 | 4 | 1 | 2 | 1 | 1 | -4 | 0.98 | -4 | -4
CN(C(=O)COC(=O)/C=C/c1cccc([N+](=O)[O-])c1)C1CCS(=O)(=O)C1 (configuration not stated) | 3 | 0 | 4 | 6 | 0.99 | 4 | 0.96 | 1 | -6
CC(=O)Nc1ccc(Oc2cc(N)cc([N+](=O)[O-])c2)cc1 | -3 | 3 | -1 | 3 | 1.2 | -8 | 1 | -24 | 6
COc1ccc(C(=O)NC2CCN(C(=S)Nc3ccc(C)c(C)c3)CC2)cc1 | 10 | 0 | 3 | -2 | 0.83 | -3 | 0.97 | 17 | -3
CCOc1ccc(C(=O)Nc2ccc(-c3cc4ccccc4oc3=O)c(C)c2)cc1[N+](=O)[O-] | 12 | -2 | 16 | 1 | 0.92 | -7 | 0.84 | 8 | -2
CCOC(=O)C1=CN(Cc2cccc(-c3ccc(F)cc3)c2)S(=O)(=O)N(C)C1C (configuration not stated) | nt | 1 | -10 | -1 | nt | 2 | 1.1 | nt | nt
COc1ccc(OC)c(NC(=O)NCCc2c[nH]c3ccccc23)c1 | 5 | 0 | -16 | -3 | 1 | -2 | 1.2 | -1 | 2
COc1ccc(C(=O)CSc2nnc(CNC(=O)c3ccccc3)n2C)cc1 | 0 | 1 | -10 | 6 | 1.1 | 3 | 1.1 | -10 | 3
CC(C)OCCCNS(=O)(=O)c1ccc2ccccc2c1 | 24 | 0 | 2 | -2 | 0.87 | -5 | 0.98 | 13 | -3
CCC(C(=O)N1CCCCCC1)n1nc(C)n2c(cc3occc32)c1=O (configuration not stated) | 7 | 1 | -11 | -1 | 0.98 | 3 | 1.1 | 2 | -2
O=C(c1ccc(F)cc1)C1CCN(C(=O)Nc2ccc(F)cc2)CC1 | 1 | 0 | 6 | -1 | 0.91 | -2 | 0.94 | 9 | -2
Cc1ccc(S(=O)(=O)/C(C#N)=C/c2c(Oc3ccc(Cl)cc3)nc3c(C)cccn3c2=O)cc1 | 8 | nt | 7 | -1 | 1.1 | -6 | 0.93 | -7 | 0
S=c1nc(-c2ccc(Br)cc2)oc2c1CCCC2 | 3 | -7 | 20 | -3 | 1.2 | -7 | 0.8 | -18 | -5
O=C(NCCN1CCOCC1)c1ccc(/C=C2\Sc3ccccc3N(Cc3ccccc3F)C2=O)cc1 | 13 | -22 | 0 | 2 | 1.1 | -1 | 1 | -10 | -5
CCN1CCN(Cc2ccc(NC(=O)Nc3cccs3)cc2)CC1 | -8 | -6 | 5 | 5 | 0.99 | 0 | 0.95 | 1 | -4
Nc1c(Cl)ncnc1N1CCOCC1 | 14 | 2 | 0 | -1 | 1.2 | 3 | 1 | -22 | -3
COc1ccc(-n2nc3c(c2NC(=O)COc2ccccc2F)CS(=O)(=O)C3)cc1 | 9 | 2 | 1 | -2 | 1.1 | -6 | 0.99 | -14 | 10
Cc1ccc(C(C)NC(=O)c2cc3ccccc3oc2=O)cc1C (configuration not stated) | 23 | -1 | 3 | -1 | 1.1 | -7 | 0.97 | -8 | -3
Cc1nc(N2CCN(C)CC2)c2sc(=S)n(-c3ccccc3)c2n1 | 19 | 1 | 4 | 0 | 0.98 | -7 | 0.96 | 2 | -4
Cc1ccc(C)c(C(=O)CSc2n[nH]c(C)n2)c1 | 7 | -2 | 3 | -4 | 0.85 | -7 | 0.97 | 15 | -1
Cc1ccc(NC(=O)C(=O)NCCOc2ccc(Cl)cc2)c(C)c1 | 23 | 3 | 9 | -3 | 0.93 | -7 | 0.91 | 8 | -2
CCOC(=O)C1(C)C=C(Nc2ccc(OC)cc2)C(=O)N1c1ccc(OC)cc1 (configuration not stated) | 15 | -1 | 9 | -2 | 0.99 | -5 | 0.91 | 1 | 0
C=CCC(C#Cc1ccccc1)[N+](C)(C)CC=C (configuration not stated) | 13 | 0 | -2 | -2 | 1 | -5 | 1 | -1 | 2
O=C(CCNC(=O)N1CC(=O)Nc2ccccc21)Nc1ccc(Br)cc1F | 12 | -2 | -7 | -2 | 0.94 | -1 | 1.1 | 6 | 0
CC(=O)N/C(N)=N/c1nc2cc(C)ccc2o1 | 12 | -2 | 1 | -1 | 1.3 | -7 | 0.99 | -30 | -2
COc1ccc(S(=O)(=O)N2CCN(C/C=C/c3ccccc3)CC2)cc1F | 34 | 1 | 4 | -5 | 1.1 | -12 | 0.96 | -6 | -3
CC(=O)c1ccc(OCc2cc(C(=O)N(C)C(C)c3ccon3)no2)cc1 (configuration not stated) | 12 | -3 | 8 | -2 | 1.1 | -6 | 0.92 | -13 | -1
COc1ccc(OC)c(/C=C/c2ccc3cccc(O)c3n2)c1 | 9 | -85 | -5 | -2 | 1.2 | -6 | 1 | -24 | -5
Cc1cc(=O)oc2ccc(OCC(=O)NCc3ccco3)cc12 | 3 | -1 | 1 | -1 | 1 | -1 | 0.99 | 0 | 1
CCOc1ccc(S(=O)(=O)N2CCN(C(=O)c3cc(C4CC4)nn3-c3ccccc3)CC2)cc1 | 22 | -1 | -5 | 9 | 1 | 13 | 1 | -1 | -6
Cc1cccc(C(=O)Nc2cccc(C(=O)N/N=C/c3ccc4c(c3)OCO4)c2)c1 | 23 | -17 | 0 | -2 | 0.92 | -8 | 1 | 8 | -2
CCc1ccccc1NC(=O)CN(C)C(=O)COC(=O)c1cccnc1Cl | 0 | 2 | -13 | 0 | 1.2 | -5 | 1.1 | -22 | 1
